Source: PubChem
LDHA inh: inhibitors of human lactate dehydrogenase A; purified LDHA, NADH/diaphorase-resazurin fluorescence; active compounds read low; activity change, % (values are at about 110 or 230 µM); actives 0.15% (n = 480,000); in the data active means activity change below about -30%;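 further: plate controls were DMSO wells for no effect and wells without enzyme for full effect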
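Human LDH5 at 2 nM final in Tris HCl pH 7.4 with 0.06 mM NADH and 0.2 mM pyruvate, reacted 5 minutes at room temperature. Remaining NADH coupled via diaphorase/resazurin; resorufin fluorescence read at 0 and 20 minutes, normalized to enzyme-free and DMSO wells.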
GRP78 ERSR act: ER stress response induction in glioma. U87-MG GRP78 promoter luciferase reporter, 16 h. Potency, µM, for inactives: at the top dose activation, actives largely listed as activators. actives 0.02% (n = 420,000). AID 602332; active means well fitted activation curve with a large enough effect; further: potency means the concentration at half of the fitted maximal effect; series mostly up to about 76 µM; % of control where 0% means no effect; nearly all actives have a fitted effect of over 35% in size
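Stably transfected U87-MG human glioma cells carrying a GRP78-based luminescent sensor were seeded at 1000 cells/well, pin-dosed with compounds and incubated 16 h. Luciferase reagent was then added, and end-point luminescence was read after 10 min at room temperature.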
Numbers without * were called inactive.

Structure,LDHA inh,GRP78 ERSR act
CN1CCN(c2ccc(CNC(=O)C3Cc4c(-c5ccc(Cl)cc5)ccnc4O3)cc2)CC1 (configuration not stated),2,-5%
CCCNC(=O)C1(C)CCCN(C(=O)c2sccc2C)C1 (configuration not stated),-8,3%
Cc1cn([C@H]2C[C@H](O)[C@@H](/C=C/C(=O)NCCN3CCCCC3)O2)c(=O)[nH]c1=O,-6,-3%
Cc1ccc(S(=O)(=O)Nc2ccc(Nc3nccn4c(-c5ccc6ccccc6c5)cnc34)cc2)cc1,-87*,2%
OCCN1CCN(c2cc(-c3ccc(CO)cc3)nc3ccnn23)CC1,-6,0%
COc1ccc(NC(=O)C2(C)Cc3c(-c4ccc(NC(C)=O)cc4)ccnc3O2)cc1 (configuration not stated),-5,-3%
COc1ccc(-c2cc(NC(C)=O)c3ncc(-c4cccc(C(F)(F)F)c4)n3c2)c(OC)c1,7,5%
CN(C)c1ccc(-c2ccnc3c2CC(C)(C(=O)Nc2cccc(Oc4ccccc4)c2)O3)cc1 (configuration not stated),0,-2%
CCCCN(C=O)c1c(CC)nc2ccc(C(=O)N3CCN(S(=O)(=O)CC)CC3)cn12,-5,-3%
COc1cccc(CNc2nc(NCc3ccccc3OC)nc3ccsc23)c1,-1,-5%
COc1cc(CNC(=O)c2cc(-c3ccc(F)cc3C)n[nH]2)cc(OC)c1,-4,0%
COc1ccc(-c2ccc(C(=O)Nc3cccc(C(C)=O)c3)c3occc23)c(C)c1,-3,-2%
COc1cc(OC)nc(Nc2nc(C(N)Cc3ccccc3)cs2)n1 (configuration not stated),2,-4%
CCCNC(=O)C1(C)CCCN(C(=O)/C=C/c2ccccc2)C1 (configuration not stated),-8,-3%
CCc1nc2c(OCc3ccc(Cl)cc3Cl)cccn2c1N(C)C(=O)C(C)C,2,-12%

Brought forward from above: 2 compounds; new compounds follow.
Structure,LDHA inh,GRP78 ERSR act
CCCNC(=O)C1(C)CCCN(C(=O)/C=C/c2ccccc2)C1 (configuration not stated),-8,-3%
CCc1nc2c(OCc3ccc(Cl)cc3Cl)cccn2c1N(C)C(=O)C(C)C,2,-12%
CCOC1=C2CN(S(=O)(=O)c3ccc(C)cc3)[C@H](c3ccccc3)C[C@@H]2N(S(=O)(=O)c2ccccc2)[C@H](c2ccccc2)C1,-11,-2%
COc1ccc(Cl)c(-c2cc(C(=O)NCc3ccco3)[nH]n2)c1,-5,2%
C=CCNc1ncnc2c1ncn2[C@H]1CN(Cc2ccccc2)C[C@@H](COC(C)=O)O1,-3,2%
COc1cccc(C(NC(C)=O)c2nc(-c3cnc4ccccc4c3)cs2)c1 (configuration not stated),-8,-2%
COc1ccccc1-c1ccc2c(c1)C(C)(Cc1cccc(F)c1)C(=O)N2 (configuration not stated),-1,-2%
Cc1cccc(CN2CCN(C3CN(Cc4ccc([N+](=O)[O-])cc4)S(=O)(=O)C3)CC2)c1 (configuration not stated),-2,2%
COc1ccc(S(=O)(=O)N2CCCCC2c2cc(C(=O)N3CCOCC3)no2)cc1 (configuration not stated),-2,-3%
COc1ccc(NC(=O)C2Cc3c(-c4ccc5c(c4)OCO5)ccnc3O2)cn1 (configuration not stated),2,-2%
NC(Cc1ccc(Cl)cc1)c1csc(Nc2ccc(C(=O)NCCCO)cn2)n1 (configuration not stated),-2,-4%
COc1ccc(-c2nc3c4ccccc4ccn3c2Cc2ccccc2)cc1OC,-1,1%
O=C(NC1CC1)c1ccc(-c2ccc3nccn3c2)cc1,-7,-1%
CC(CC(=O)Nc1ccc2c(c1)c(=O)n(C)n2Cc1ccc(F)cc1)c1ccccc1 (configuration not stated),-8,-2%
CC1(C(=O)NCCC(F)(F)F)Cc2c(-c3cccc(C(F)(F)F)c3)ccnc2O1 (configuration not stated),3,-3%
CC1(C(=O)NS(=O)(=O)C2CC2)CCCN(C(=O)c2cccc(Cl)c2)C1 (configuration not stated),-11,0%
O=C(Nc1ccc(F)c(Cl)c1)c1csc([C@@H]2C[C@H](O)[C@@H](CO)O2)n1,-4,1%
CC1(Cc2c(Cl)cccc2Cl)C(=O)Nc2cc(-c3ccccc3Cl)ccc21 (configuration not stated),-9,-4%
NS(=O)(=O)c1ccc(CCNc2ccn3nc(-c4ccccc4)cc3n2)cc1,-7,2%
CCNC(=O)C1CCCN(C(=O)c2cc(C)oc2C)CC1 (configuration not stated),-1,-2%
O=C(NCc1cccnc1)c1cc(C2CCCCN2C(=O)c2cccs2)on1 (configuration not stated),-2,0%
CC1(C(=O)NS(=O)(=O)c2ccccc2Cl)CCN1C(=O)CCc1ccc(Cl)cc1Cl (configuration not stated),-9,-2%
CCCCNC(=O)C1(C)CCN1C(=O)c1ccc(OC)c(C(F)(F)F)c1 (configuration not stated),-6,-2%
CC1=CC(=NOS(=O)(=O)c2ccc(C)cc2)CC(C)(C)C1,1,-1%
Cc1ccc(S(=O)(=O)Nc2ccc(Nc3nccn4c(-c5ccccc5Oc5ccccc5)cnc34)cc2)cc1,-10,-5%
COCc1cccc(-c2csc(C(NC(C)=O)c3cccc(OC)c3)n2)c1 (configuration not stated),-5,0%
C[C@@H]1CCCN1[C@H]1CS(=O)(=O)N[C@@H]1COCc1ccccc1,-10,-2%
COc1ccccc1N1CCN(Cc2cc(=O)oc3ccccc23)CC1,3,-2%
OC[C@@H]1CN(Cc2ccccc2)C[C@H](n2cnc3c(NCc4ccncc4)ncnc32)O1,-1,0%
CCc1nc2ccc(C(=O)Nc3cccc(NS(C)(=O)=O)c3)cn2c1N(C)C(=O)c1cccc(OC)c1,-13,-1%
CCOC1=C2[C@H](c3ccccc3)N(S(=O)(=O)c3ccc(C)cc3)C(C(C)(C)C)[C@H]2C(C#N)(C#N)C(C#N)(C#N)C1 (some centres not stated),-11,-13%
CCOC(=O)c1ccc(-c2ccc3ncnc(N(C)Cc4sccc4C)c3c2)o1,-5,-1%

Later entries
Each structure is followed by: LDHA inh	GRP78 ERSR act
Cc1ccc(CN2CC(N3CC=CC3)CS2(=O)=O)cc1 (configuration not stated)
 : -3	-3%
CCc1nc2c(OCc3cc(Cl)cc(Cl)c3)cccn2c1N(C=O)Cc1ccc(OC)cc1
 : 1	-1%
CC(N)c1csc(Nc2ccc(C(=O)c3ccccc3)cc2)n1 (configuration not stated)
 : -6	-4%
Cc1cccc(CNC(=O)Nc2nnc([C@H]3C[C@H](O)[C@@H](CO)O3)s2)c1
 : -3	-4%
CC(=O)NC(c1ccc(F)c(F)c1)c1nc(-c2cccs2)cs1 (configuration not stated)
 : -2	-3%
CC1=C(C(=O)N(C(C)C)C(C)C)CC(CC(=O)NC2CCCC2)C(=O)N1Cc1ccc(F)cc1 (configuration not stated)
 : -4	-3%
O=C(CSc1nc2ccc(F)cc2c(=O)n1-c1ccccc1)Nc1ccc2c(c1)CCC2
 : -12	-2%
O=C(NCc1ccc(F)c(F)c1)c1ccc(-c2ccc(F)c(F)c2)c2ccoc12
 : -6	-4%
CCc1nc2c(OCc3ccc(Cl)cc3Cl)cccn2c1N(C)C(C)=O
 : -1	-2%
COC(=O)c1ccc(CNc2ccc(C(C)=O)cc2)cc1
 : -4	-2%
O=C(Nc1ccccc1)C1Cc2c(-c3ccco3)ccnc2O1 (configuration not stated)
 : -4	-3%
COc1c(C)cc(C(O)c2ncc(-c3ccc4ccccc4c3)[nH]2)cc1C (configuration not stated)
 : -9	-1%
CC1(C(=O)O)CCCN(C(=O)c2ccc(OC(F)F)cc2)C1 (configuration not stated)
 : -1	-3%
CC1=C(C(=O)N(C(C)C)C(C)C)CC(CC(=O)NCCN2CCOCC2)C(=O)N1Cc1ccc(F)cc1 (configuration not stated)
 : -6	-5%
CCCCN(C=O)c1c(CC)nc2ccc(C(=O)NCCc3ccccn3)cn12
 : -5	-5%
COc1ccc(-c2cc(NC=O)c3ncc(-c4cc(OC)c(OC)c(OC)c4)n3c2)c(OC)c1
 : 1	-5%
CC(C)(C)c1ccc(CC(=O)N2CCC2(C)C(=O)Nc2cccc3ccccc23)cc1 (configuration not stated)
 : 1	1%
C=Cc1ccc(Cn2c(C)c(C(=O)NCc3cccc(C)c3)sc2=O)cc1
 : -5	-2%
CC(C)c1cccc(-c2csc(C(O)c3ccco3)n2)c1 (configuration not stated)
 : -4	3%
COc1cccc(C(C)(O)c2nc(-c3ccc(F)cc3OC)cs2)c1 (configuration not stated)
 : -6	-5%
CN(C)CCNC(=O)c1cccc(-c2cnc3c(NC=O)cc(-c4cccc(C(F)(F)F)c4)cn23)c1
 : -1	-9%
O=C(Nc1cccnc1)C1Cc2c(-c3ccco3)ccnc2O1 (configuration not stated)
 : -9	0%
CC1(C(=O)NS(=O)(=O)c2cccc(Cl)c2)CCN1C(=O)COc1ccc(Cl)cc1 (configuration not stated)
 : -11	-2%
COc1ccc(-c2ccc(C(=O)Nc3cccc(NS(C)(=O)=O)c3)c3occc23)c(C)c1
 : -8	-2%
CCCCOc1ccc(S(=O)(=O)NC(=O)C2(C)CCN2C(=O)Cc2cccs2)cc1 (configuration not stated)
 : -2	-2%
OC[C@@H]1CN(Cc2ccc(-c3ccccc3)cc2)C[C@H](n2cnc3c(N4CCCC4)ncnc32)O1
 : -1	-1%
CC(=O)NCCNC(=O)C1Cc2c(-c3ccc4c(c3)OCO4)ccnc2O1 (configuration not stated)
 : -6	-2%
Cc1ccc(C(O)c2ncc(-c3ccc(F)cc3)[nH]2)cc1F (configuration not stated)
 : -4	-1%
CC(C)NC(=O)C1(C)CCN1C(=O)c1cccc(Cl)c1 (configuration not stated)
 : -7	-3%
CCc1nc2ccc(C(=O)NCCN3CCOCC3)cn2c1N(CC)CCOC
 : 9	-3%
COc1ccc(C(C)(NC(C)=O)c2nc(-c3ccc(F)cc3OC)cs2)cc1 (configuration not stated)
 : -2	-1%
COc1cc(NC(=O)Nc2nnc([C@H]3C[C@H](O)[C@@H](CO)O3)s2)cc(OC)c1
 : -5	0%
O=C(NCc1cccnc1)c1cc(C2CCCCN2C(=O)c2ccc3c(c2)CCO3)on1 (configuration not stated)
 : -4	-2%
Cc1cccc(C)c1NC(=O)C(c1ccccc1)N1CCC(Cc2ccccc2)CC1 (configuration not stated)
 : -4	-1%
CN(C)c1cccc(CNC(=O)c2csc([C@@H]3O[C@H](CO)[C@@H](O)[C@H]3O)n2)c1
 : 2	-2%
CNc1cccc(-c2ccc(C(=O)N3CCOCC3)cc2)n1
 : 1	0%
COc1cc(CN2C[C@@H](CO)O[C@@H](n3cnc4c(Nc5ccccc5)ncnc43)C2)cc(OC)c1OC
 : -1	5%
Cc1ccc(C(O)c2ncc(-c3ccc4ccccc4c3)[nH]2)cc1F (configuration not stated)
 : -8	1%
Cc1ccc(C(=O)Nc2nc(C(N)Cc3ccc(C(F)(F)F)cc3)cs2)cc1 (configuration not stated)
 : -11	-8%
Clc1cccc(-c2nc3ccc(Cl)cn3c2Cc2ccsc2)c1
 : -2	0%
CC1(C(=O)NS(=O)(=O)c2ccc(C#N)cc2)CCN1C(=O)Cc1ccsc1 (configuration not stated)
 : -12	-4%
CCc1nc2ccc(C(=O)NCc3ccc4c(c3)OCO4)cn2c1N(C)Cc1cccs1
 : -7	-4%
CCNC(=O)C1(C)CCN(C(=O)c2cccnc2SC)C1 (configuration not stated)
 : -2	-2%
CC(C)c1cccc(-c2csc(C(O)c3ccc(F)cc3)n2)c1 (configuration not stated)
 : -3	0%
FC(F)(F)c1ccccc1Cc1c(C2CCCCC2)nc2c3ccccc3ccn12
 : 5	-5%
COCCNC(=O)C1(C)CCCN(C(=O)c2cc(OC)c(OC)c(OC)c2)C1 (configuration not stated)
 : -9	-4%
CCc1nc2ccc(C(=O)Nc3ccc(C(=O)N(C)C)cc3)cn2c1N(C)CCCc1ccccc1
 : 0	-1%
CC1(C(=O)Nc2cnc3ccccc3c2)CCN1Cc1ccccc1OC(F)F (configuration not stated)
 : -3	-8%
O=C(NCC1CCOCC1)c1ccc(-c2ccc(F)c(F)c2)c2ccoc12
 : -2	0%
Cc1ccc(NC(=O)C2(C)CCN2C(=O)Cc2ccc(-c3ccccc3)cc2)cc1 (configuration not stated)
 : -1	-2%
OC(c1ccc(F)c(F)c1)c1nc(-c2csc3ccccc23)cs1 (configuration not stated)
 : -6	-6%
OC[C@@H]1CN(Cc2cccc(C(F)(F)F)c2)C[C@H](n2cnc3c(NCc4ccncc4)ncnc32)O1
 : -11	0%
CCOc1ccc(-c2cc(C(=O)NCc3ccccc3)[nH]n2)c(C)c1
 : -8	-3%
CC(C)c1ccc(NC(=O)C2Cc3c(-c4ccco4)ccnc3O2)cc1 (configuration not stated)
 : -3	1%
CC1(c2nc3ccccc3[nH]2)CCC(=O)N1Cc1cccs1 (configuration not stated)
 : -7	-1%

A few values from the list:
Reading of `CC1(C(=O)Nc2cnc3ccccc3c2)CCN1Cc1ccccc1OC(F)F` (configuration not stated) under LDHA inh: -3
Reading of `OC[C@@H]1CN(Cc2cccc(C(F)(F)F)c2)C[C@H](n2cnc3c(NCc4ccncc4)ncnc32)O1` under LDHA inh: -11
Reading of `CN(C)c1cccc(CNC(=O)c2csc([C@@H]3O[C@H](CO)[C@@H](O)[C@H]3O)n2)c1` under LDHA inh: 2
Reading of `CCNC(=O)C1(C)CCN(C(=O)c2cccnc2SC)C1` (configuration not stated) under LDHA inh: -2
Reading of `COc1cc(CN2C[C@@H](CO)O[C@@H](n3cnc4c(Nc5ccccc5)ncnc43)C2)cc(OC)c1OC` under GRP78 ERSR act: 5%
Reading of `FC(F)(F)c1ccccc1Cc1c(C2CCCCC2)nc2c3ccccc3ccn12` under GRP78 ERSR act: -5%
Reading of `Clc1cccc(-c2nc3ccc(Cl)cn3c2Cc2ccsc2)c1` under LDHA inh: -2

This is a subset; the hit share may differ from the screen's.
